# Screening results from PubChem BioAssay.
# All columns: NCI-60 one-dose screen, growth in % after 48 h at 10 µM unless noted; 100 = growth as untreated, 0 = no growth, -100 = all killed.
# LOX IMVI: LOX IMVI melanoma; AID 1794757; hit rate 7.4% among 79,000
# SK-MEL-5: SK-MEL-5 melanoma | hit rate 6.4% among 80,000
# CCRF-CEM: CCRF-CEM leukemia. hit rate 7% among 77,000. AID 1794778
# EKVX: EKVX NSCLC; hit rate 3% among 71,000
# A549/ATCC: A549/ATCC NSCLC. hit rate 3.7% among 81,000. AID 1794740
# HOP-62: HOP-62 NSCLC. hit rate 3.9% among 80,000. AID 1794735
# HOP-92: HOP-92 NSCLC cells; hit rate 6.3% among 71,000; AID 1794738
# M14: M14 melanoma | AID 1794745 | hit rate 6.2% among 80,000
# * = called active by the depositor; nt = not tested or not shown; & = joins results of further samples; [ ] = another dose, or the depositor's remark. How the source made its calls: active means growth percent below 10; inactive means the rest.
item	SMILES	HOP-62	SK-MEL-5	EKVX	HOP-92
1	O=[N+]([O-])c1ccc(N/N=C/c2c(O)ccc3ccccc23)c([N+](=O)[O-])c1	111	95	94	89
2	OC1CCC2CCCC2C1 (stereo not drawn)	108	104	105	103
3	Nc1cc(OCC(=O)O)c(Cl)cc1Cl	104	99	99	96
4	CC(C)(C)[Si](C)(C)O[C@H]1C(=O)C=CN2CC=C[C@@H]12	111[100 µM]	106[100 µM]	91[100 µM]	94[100 µM]
5	CCCC[n+]1ccc(SCC(=O)n2ccc3ccccc32)c2ccccc21	103	86	88	138
6	CC1CN=C(c2ccccn2)C(c2ccccn2)=N1 (stereo not drawn)	96	102	nt	99
7	O=c1[nH]c2ccccc2cc1CSc1nccc(-c2ccc3ccccc3c2)n1	71	57	49	68
8	COc1cc2cc(Sc3ccc(NC(=O)Nc4ccc(Cl)c(Cl)c4)cc3)c(C)nc2cc1OC	93	71	69	71
9	CC(=O)Nc1ccc(/C=C2\SC(=S)N(/C=C(/C#N)S(=O)(=O)c3ccc(C)cc3)C2=O)cc1	96	91	104	75
10	CCOP(=O)(OCC)C(Cc1ccc(OC)c(OC)c1)N=C(c1ccccc1)c1ccccc1 (stereo not drawn)	97	96	88	83

item	CCRF-CEM	LOX IMVI	M14	A549/ATCC
1	95	91	107	95
2	91	95	95	103
3	96	105	105	94
4	106[100 µM]	102[100 µM]	108[100 µM]	110[100 µM]
5	87	101	99	87
6	92	101	101	102
7	33	67	56	57
8	51	95	81	60
9	93	77	85	77
10	100	93	92	93

# (cont.)
item	SMILES	HOP-62	SK-MEL-5	EKVX	HOP-92
11	Nc1ncc(-c2ccc(NS(=O)(=O)c3cc(Cl)c(F)cc3F)cc2)[nH]1	98	100	100	88
12	Clc1cc(Cl)cc(N2N=C(c3ccc4c(c3)OCO4)CC2c2cccc(Nc3ccnc4cc(Cl)ccc34)c2)c1 (stereo not drawn)	87	106	94	86
13	Cc1c(C)c(CO)c(C)c(C)c1CO	105	100	nt	92
14	COC(=O)C(C#N)C(C#N)c1cc(OC)c(OC)cc1[N+](=O)[O-] (stereo not drawn)	113	100	113	110
15	CCCCC1CC(=O)NC1(C(=O)OCC)C(=O)OCC (stereo not drawn)	107	101	119	62
16	Cc1cc(Nc2ccc(Br)cc2)nc(N)n1	86	90	74	100
17	Cc1[nH]c(-c2ccc3cc[nH]c3c2)c2c1C(=O)CCCC2	32	50	48	37
18	NNC(=O)c1nc(N)n(-c2ccc(S(N)(=O)=O)cc2)n1	91	97	98	74
19	c1ccc(Cn2nc3c(c2-c2ccccc2)-c2oncc2CC3)cc1	105	85	90	62
20	COc1cc2c(cc1O)CCN1C[C@@H](CC(C)C)[C@H](O)C[C@H]21	96	108	98	71

item	CCRF-CEM	LOX IMVI	M14	A549/ATCC
11	92	96	93	99
12	89	100	100	76
13	nt	98	99	nt
14	96	95	103	100
15	82	105	115	nt
16	102	101	101	84
17	65	16	52	52
18	nt	93	94	97
19	80	90	98	91
20	111	100	101	96

# (next part)
item	SMILES	HOP-62	SK-MEL-5	EKVX	HOP-92
21	CCN(CC)CCNc1ccccc1Cl	103	100	113	93
22	Cc1c(O)c(=O)n(-c2ccccc2)n1C	100	110	120	96
23	Nc1nc(N)c(-c2ccc(Cl)cc2)c(CBr)n1	108	102	96	nt
24	N=C1NC(=O)C(Cn2cnc3ccccc32)S1 (stereo not drawn)	103	100	98	99
25	COC(=O)c1cc(-c2ccc(OC)c(OC)c2)[nH]c1N/N=C/c1c(Cl)cccc1Cl	-7.1*	13	40	53
26	O=C(c1ccccc1)C1CC1c1ccccc1 (stereo not drawn)	103&104	103&106	nt	98&81
27	CCN(CC)Cc1cc(C(C)(C)C)cc(N2CCOCC2)c1O	120	95	110	93
28	COc1ccc(-c2cc(C(=O)c3cc(C)c(C)cc3O)c[nH]c2=O)cc1	83	95	91	82
29	COc1ccc(-c2c(N)c(=O)n(C)c3ccccc23)cc1	75	58	52	9.1*
30	COc1ccc(C(=O)COc2ccc(/C=C3\CSc4ccc(C)cc4C3=O)cc2)cc1	117	89	101	84

item	CCRF-CEM	LOX IMVI	M14	A549/ATCC
21	92	92	99	96
22	118	105	100	105
23	nt	81	106	98
24	103	97	106	97
25	20	39	0.3*	43
26	100&99	101&95	104&101	103&100
27	110	96	102	91
28	92	104	104	93
29	55	46	71	92
30	44	96	110	94

# The list goes on.
item	SMILES	HOP-62	SK-MEL-5	EKVX	HOP-92
31	O=C(CCCC(=O)N/N=C/c1ccc(Cl)cc1Cl)N/N=C\c1ccc(Cl)cc1Cl	103	105	102	96
32	O=C(O)C1(O)C[C@@H](O)C(O)[C@H](O)C1 (stereo partly drawn)	99&103	100&100	103	96
33	COc1cc2c3c([nH]c(=O)c2c(O)c1OC)CCCC3	86	91	50	66
34	COc1ccc(C2=NN(C=O)C(c3ccc(Oc4nc5c(c(=O)n(C)c(=O)n5C)n4C)c(OC)c3)C2)cc1 (stereo not drawn)	87	60	92	95
35	CS(=O)(=O)c1ccc(C(=O)N/N=C/c2cccnc2)cc1	83	99	97	nt
36	CC1=CC(C)(C)c2cc3c(cc21)C(C)(C)CCC3(C)C	97	101	109	nt
37	N#C/C(=C\c1c(F)cccc1Cl)C(=O)O	94	98	101	110
38	O=C1c2ccccc2OC=C(c2ccccc2)N1CCCCNc1ccc(S(=O)(=O)Nc2ncccn2)cc1	90	nt	90	76
39	O=c1oc2cc(OS(=O)(=O)c3ccccc3)c(Cl)cc2c2c1CCCCC2	97	74	nt	46
40	CC(C)C[C@H]1C=C[C@H](CC(C)C)N(Cc2ccccc2)S(=O)(=O)N1Cc1ccccc1	91[7.5 µM]	75[7.5 µM]	141[7.5 µM]	80[7.5 µM]

item	CCRF-CEM	LOX IMVI	M14	A549/ATCC
31	112	100	108	105
32	nt	92&95	115	113&101
33	88	68	91	76
34	80	68	69	57
35	89	101	108	89
36	104	97	94	100
37	98	100	99	86
38	76	93	100	81
39	48	94	79	84
40	77[7.5 µM]	72[7.5 µM]	94[7.5 µM]	89[7.5 µM]

# Other entries:
item	SMILES	HOP-62	SK-MEL-5	EKVX	HOP-92
41	CNC(=O)c1n[nH]c(=S)[nH]c1=O	100	114	113	116
42	O=C(CO)NCc1ccccc1	100	104	98	83
43	CCOc1ccc(-n2nc(C(=O)Nc3ccccc3OC)nc2-c2cc(OC)c(OC)c(OC)c2)cc1	86	74	76	87
44	COc1ccc(NS(=O)(=O)c2nn(C)c3nc(C)c(Cl)c(C)c23)cc1	96	97	nt	85
45	O=C(/C=C/c1ccccc1)c1ccccc1O	103	95	89	74
46	CC(=O)O[C@]1(C(C)=O)CC[C@H]2[C@@H]3C[C@H](C)C4=CCCC[C@]4(C)[C@H]3CC[C@@]21C	106	104	95	95
47	CCCCCCCCN(CC(=O)O)CC(=O)O	97	101	nt	102
48	CC1(O)c2ccccc2-c2ccccc21	92	98	98	nt
49	OC(c1ccccc1)C1(c2ccccc2)OCCO1 (stereo not drawn)	nt	95	102	92
50	O=C1C(Cl)=C(Sc2ccccn2)SC2c3cccn3CCN12 (stereo not drawn)	107	nt	99	nt

item	CCRF-CEM	LOX IMVI	M14	A549/ATCC
41	108	101	95	106
42	95	100	105	101
43	94	92	93	77
44	99	105	98	96
45	55	35	92	84
46	91	104	100	97
47	nt	105	101	94
48	97	97	106	98
49	95	98	106	101
50	91	87	96	93

# (continued)
item	SMILES	HOP-62	SK-MEL-5	EKVX	HOP-92
51	O=S(=O)(c1ccccc1)n1nccn1	102	101	97	128
52	COc1ccc(C2=NNC(c3ccc(Oc4ccc(Br)cc4)cc3)C2)cc1OC (stereo not drawn)	106	99	101	94
53	Cc1cc(=O)n2[nH]c(-c3ccco3)cc2n1	104	93	98	108
54	OC1OCC(COc2cc(Cl)c(Cl)cc2Cl)OC1O (stereo not drawn)	81	102	89	116
55	COc1ccc(C(=O)Nc2ccc(Sc3cc4cc(OC)c(OC)cc4nc3C)cc2)cc1OC	94	95	87	97
56	CCC(=O)c1cc2c(cc1CC)C(C)(C)CCC2(C)C	97	105	99	107
57	COC1=CC2C(O)c3ccccc3N3C(=O)CCC23C=C1OC (stereo not drawn)	96	97	98	90
58	c1ccc(-c2nc[nH]c2-c2ccccc2)cc1	106	100	127	85
59	O=S(=O)(Cc1ccc(Cl)cc1)Oc1ccc(Cl)cc1	107	106	94	nt
60	Nc1ccccc1-c1cc2c(c3c1[nH]c1ccccc13)CCCCC2	105	94	90	105

item	CCRF-CEM	LOX IMVI	M14	A549/ATCC
51	nt	97	95	97
52	104	94	94	100
53	35	105	105	107
54	nt	97	105	80
55	97	105	106	107
56	102	89	102	97
57	93	100	102	103
58	91	90	112	120
59	90	97	97	104
60	93	87	93	96

# Additional compounds follow:
item	SMILES	HOP-62	SK-MEL-5	EKVX	HOP-92
61	CCOC(=O)c1ccc(NC(N)=O)cc1	91	104	85	58
62	Cc1[nH]c2ccccc2c1C(C[N+](=O)[O-])c1ccco1 (stereo not drawn)	92	100	87	84
63	CCOC(=O)c1c(NC(=S)NC)sc2c1CCCC2	92	95	53	74
64	Oc1ccc(C=NCCN=Cc2ccc(O)cc2)cc1	98	98	nt	94
65	O=C(CN1CCCCCC1)Nc1nc2ccc(NCc3ccc(Br)cc3)cc2s1	94	97	102	96
66	COc1ccc(NC(=S)N/N=C/c2ccnc(F)c2)cc1	95	99	94	86
67	COc1cc(/C=N/n2c(CN3CCCCC3)nc3ccccc3c2=O)cc(OC)c1OC	101	100	94	56
68	O=C(Nc1ccc(Cl)cc1)c1cccnc1Oc1ccc2c(c1)OCO2	121	99	nt	54
69	CCOC(=O)/C=C(C)/C=C/C1=C(C)CCCC1(C)C	88	98	98	84
70	O=C(O)c1cn(C2CC2)c2cc(N3CCN(Cc4cc(O)ccc4O)CC3)c(F)cc2c1=O	89	93	99	87

item	CCRF-CEM	LOX IMVI	M14	A549/ATCC
61	86	95	93	95
62	97	91	94	94
63	105	94	92	98
64	97	95	nt	100
65	93	100	99	95
66	70	99	91	84
67	118	95	109	100
68	94	93	119	80
69	114	97	93	98
70	97	73	94	106

# The list goes on:
item	SMILES	HOP-62	SK-MEL-5	EKVX	HOP-92
71	CC1CCCc2c1nc(NC(=S)NC(=O)c1ccccc1)c(C#N)c2-c1ccc(Cl)cc1 (stereo not drawn)	108	82	83	62
72	O=CC(O)CN1CCCC1 (stereo not drawn)	75	107	104	89
73	CCOC(=O)C(=O)c1c[nH]c2ccc(OCc3ccccc3)cc12	92	94	96	73
74	C=C(C)[C@@H]1CCC[C@]2(C(=O)N3CCN(C)CC3)CC[C@]3(C)[C@@H](CC[C@@H]4[C@@]5(C)CC/C(=N\NC(=O)c6ccncc6)C(C)(C)[C@@H]5CC[C@]43C)[C@@H]12	97	93	111	107
75	CC1=NC(c2ccccc2)C2=C(N1)/C(=C/c1ccccc1)CCC2 (stereo not drawn)	111	99	nt	78
76	C[C@]12CCC3c4ccc(O)cc4CCC3C1CC[C@@H]2O (stereo partly drawn)	93	97	56	108

item	CCRF-CEM	LOX IMVI	M14	A549/ATCC
71	72	90	101	84
72	94	96	92	62
73	98	95	107	97
74	26	89	74	100
75	72	77	88	98
76	68	94	80	nt
